Assay outcomes from PubChem BioAssay.
PAD4 inh: PAD4 (human) enzyme inhibition. inhibition, % at 6.36 µM. Q9UM07. recombinant PAD4, RCA probe fluorescence polarization. actives 0.41% (n = 330,000). AID 485272;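 active means percent inhibition above a cutoff equal to the mean of all tested compounds plus 3 SD, cut at about 15% in these data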;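 further: 0% = PAD4 with RCA probe and DMSO and 100% = probe without PAD4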
pPAFAH inh: pPAFAH (human) enzyme inhibition; recombinant pPAFAH, FP-rhodamine probe fluorescence polarization; inhibition, % at 3.39 µM; actives 1.5% (n = 330,000); AID 463082;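 active means inhibition above the mean inhibition across the screen plus 3 SD, cut at about 25% in these data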;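 further: inhibitors block binding of the rhodamine activity-based probe so polarization drops; 0% = enzyme with DMSO and 100% = wells lacking pPAFAH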
PREPL inhibitor: inhibitors of human prolyl oligopeptidase-like enzyme PREPL; Q4J6C6; recombinant PREPL, fluorescence polarization activity-based probe; inhibition, % at 5.96 µM; actives 0.68% (n = 320,000); in the data active means inhibition above about 43%;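 further: 0% = enzyme with DMSO and 100% = wells lacking enzyme; many of its hits are not listed in these tables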
LYPLA2 inh: blocks human lysophospholipase 2, a PME1 counter-screen | O95372 | recombinant LYPLA2, FP-Rh probe fluorescence polarization | AID 2177 | inhibition, % at 5.9 µM | actives 0.38% (n = 320,000);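 active means inhibition above the screen-wide mean plus 3 SD, limit set per campaign, cut at about 26% in these data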;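 further: 0% = LYPLA2 with DMSO and 100% = wells lacking LYPLA2 enzyme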
LYPLA1 inh: counter-screen for PME1 inhibitors: inhibitors of human LYPLA1; recombinant LYPLA1, FP-Rh probe fluorescence polarization; actives 0.16% (n = 320,000); O75608; AID 2174; inhibition, % at 5.9 µM;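 active means inhibition above the mean of all tested compounds plus 3 SD, set per campaign, cut at about 14% in these data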;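 further: inhibitors block serine hydrolase probe labeling of LYPLA1 so polarization falls; 0% = enzyme with DMSO and 100% = wells lacking LYPLA1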
Target sequence (O75608 whole entry, looked up): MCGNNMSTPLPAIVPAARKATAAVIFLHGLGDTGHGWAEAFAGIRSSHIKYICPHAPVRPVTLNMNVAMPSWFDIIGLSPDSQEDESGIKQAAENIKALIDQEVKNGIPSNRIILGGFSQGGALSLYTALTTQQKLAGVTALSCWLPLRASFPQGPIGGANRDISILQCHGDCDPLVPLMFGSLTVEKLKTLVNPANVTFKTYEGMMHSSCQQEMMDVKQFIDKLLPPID
PAFAH2 inh: PAFAH2 (human) inhibition; Q99487; inhibition, % at 3.39 µM; recombinant PAFAH2, FP-rhodamine activity probe, fluorescence polarization; actives 0.99% (n = 340,000);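 active means inhibition above the mean over all tested compounds plus 3 SD, cut at about 30% in these data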;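 further: inhibitors block probe labeling of enzyme so polarization drops; 0% = enzyme with DMSO and 100% = wells lacking PAFAH2 protein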
PAFAH1B2 inh: inhibitors of human PAFAH1B2; P68402; recombinant PAFAH1B2, FP-rhodamine activity probe, fluorescence polarization; inhibition, % at 3.39 µM; actives 1.2% (n = 340,000);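 active means inhibition above the mean of all tested compounds plus 3 SD, cut at about 24% in these data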;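 further: 0% = enzyme with DMSO and 100% = wells lacking PAFAH1B2; many of its hits are not listed in these tables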
Target sequence (P68402 whole entry, looked up): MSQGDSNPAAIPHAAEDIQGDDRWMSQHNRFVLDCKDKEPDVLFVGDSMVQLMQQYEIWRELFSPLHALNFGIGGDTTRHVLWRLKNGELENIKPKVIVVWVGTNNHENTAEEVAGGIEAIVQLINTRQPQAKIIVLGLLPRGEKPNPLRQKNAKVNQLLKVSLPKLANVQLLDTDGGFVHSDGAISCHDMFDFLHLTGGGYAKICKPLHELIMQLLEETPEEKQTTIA
PAFAH1B3 FP inh: inhibitors of human PAFAH1B3; Q15102; recombinant PAFAH1B3, FP-rhodamine probe, fluorescence polarization; inhibition, % at 3.39 µM; actives 0.28% (n = 340,000); AID 492972;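 active means inhibition above the screen-wide average of all tested compounds plus 3 SD, cut at about 25% in these data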;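 further: 0% = enzyme with DMSO only and 100% = wells lacking PAFAH1B3 protein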
Target sequence (Q15102 whole entry, looked up): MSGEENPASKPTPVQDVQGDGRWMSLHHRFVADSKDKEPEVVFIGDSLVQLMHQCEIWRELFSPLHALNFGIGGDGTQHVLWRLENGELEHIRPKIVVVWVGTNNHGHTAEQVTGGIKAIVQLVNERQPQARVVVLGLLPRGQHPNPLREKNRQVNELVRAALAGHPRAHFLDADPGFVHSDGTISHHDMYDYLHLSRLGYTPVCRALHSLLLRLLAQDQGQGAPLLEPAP
GSTO1 inh: GSTO1 inhibition, counter-screen for RBBP9 inhibitors | P78417 | recombinant GSTO1, activity-based probe fluorescence polarization | inhibition, % at 5.96 µM | actives 1.1% (n = 300,000) | AID 1974;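 active means inhibition above the campaign mean inhibition plus 3 SD, cut at about 35% in these data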;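 further: 0% = GSTO1-1 with DMSO and 100% = wells lacking GSTO1-1 enzyme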
Target sequence (P78417 whole entry, looked up): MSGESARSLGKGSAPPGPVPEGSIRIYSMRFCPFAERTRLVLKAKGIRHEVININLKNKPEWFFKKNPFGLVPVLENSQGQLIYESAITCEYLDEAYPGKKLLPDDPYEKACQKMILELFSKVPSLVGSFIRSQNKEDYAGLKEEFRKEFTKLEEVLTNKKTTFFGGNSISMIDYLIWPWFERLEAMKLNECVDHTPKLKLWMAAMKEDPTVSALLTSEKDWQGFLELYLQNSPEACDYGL
* hit, by the source's call; x = no result given. Only part of the results is shown; count on the stated rates, not on these rows.

molecule	PAD4 inh	pPAFAH inh	PREPL inhibitor	LYPLA2 inh	LYPLA1 inh	PAFAH2 inh	PAFAH1B2 inh	PAFAH1B3 FP inh	GSTO1 inh
O=C(NCCc1c[nH]c2ccccc12)c1cc2ccccc2oc1=O	-7	8	-24	8	0	3	6	2	2
Cc1c(C(=O)N2CCCCC2)nn(-c2ccc(Cl)cc2)c(=O)c1C#N	-7	-6	16	3	4	0	2	-2	15
CC(C)CCNC(=O)C(c1ccc(O)cc1)N(Cc1cccs1)C(=O)C1COc2ccccc2O1 (stereo unspecified)	1	5	-1	0	0	-7	-4	0	3
O=C1Nc2ccccc2C1C(C[N+](=O)[O-])c1ccccc1 (stereo unspecified)	1	-7	-19	-7	-4	-5	-1	-1	10
COc1cccc(N(CC(=O)N2CCN(C)CC2)S(=O)(=O)c2ccccc2)c1	-2	-3	6	2	-2	7	0	-1	5
CC(C)[C@H](NC(=O)N1CC(=O)Nc2ccccc21)C(=O)Nc1nccs1	-5	0	-2	6	-2	7	-2	10	4
COc1cccc(CNC(=S)Nc2ccc(Cl)cc2C)c1	4	2	-10	4	3	5	0	6	10
CCCOC(=O)c1ccc(NC(=O)c2ccccc2OC)cc1	8	1	-1	0	0	3	0	3	5
CCO[C@@H]1OC(C(=O)N2CCN(C)CC2)=C[C@H](c2coc3ccccc3c2=O)[C@H]1CCCO	3	3	2	0	3	-1	1	2	6
COc1cccc(NC(=O)CN(C)C(=O)c2ccc(S(=O)(=O)Nc3ccccc3C)cc2)c1	-5	16	20	6	2	-1	5	-3	x
Cc1cc2cccc(C)c2nc1SCC(=O)NC1CCCCC1	1	2	14	5	-2	5	7	2	8
Cc1ccc(C(=O)N2CCCC2)c(F)c1F	-4	3	-1	4	2	-1	-2	-5	-3
CCOC(=O)N1CCC(NC(=O)c2ccc(CS(=O)c3cccc(C)c3)o2)CC1 (stereo unspecified)	4	2	-1	2	4	-4	4	9	-1
Cc1cccc(-n2cc[nH]c2=S)c1C	-6	-7	-5	-5	5	-2	2	1	4
O=C(N/N=C/c1cccc(C(F)(F)F)c1)c1cc2c(s1)-c1ccccc1CC2	-4	3	-5	-5	-6	-17	-9	-2	5
CC(=O)c1c(O)cc(=O)oc1-c1ccc(C)cc1	-1	7	6	-3	0	0	8	8	2
Cc1sc2nc(SCc3nc4ccccc4[nH]3)n(Cc3ccco3)c(=O)c2c1C	-5	-5	13	-29	-15	-13	-10	-7	-12
O=C(Nc1ccccc1)c1ccc(S(=O)(=O)NCC2CCCO2)cc1 (stereo unspecified)	2	2	20	2	0	6	2	10	-1
O=C(c1cccnc1)N1CCN(c2c(Cl)cccc2[N+](=O)[O-])CC1	-5	3	6	7	2	3	0	3	9
COc1ccc(C(=O)CSc2nnc(CNC(=O)c3ccccc3)n2C)cc1	4	7	5	1	-4	-2	3	-2	3
Cc1cc(NS(=O)(=O)c2ccc(NC(=S)NC(=O)c3ccc(Br)cc3)cc2)no1	1	-3	16	2	-6	-3	1	5	-7
Cc1ccc(-c2nnc(SCC(=O)N3CC(C)CC(C)C3)o2)cc1C (stereo unspecified)	-2	7	-4	-7	-5	2	0	-2	2
COc1cccc(NC(=O)CN(C)C(=O)c2ccccc2OCc2c(C)noc2C)c1	-5	0	10	0	1	1	1	15	-5
COc1cc(-c2nc3cnccn3c2Nc2c(C)cccc2C)ccc1O	0	1	1	8	7	7	-7	-1	10
CC(C)c1ccc(-c2nnn(Cc3nc4ccccc4s3)n2)cc1	3	0	-3	0	2	1	3	-1	3
COc1ccc(N2CCN(C(=O)[C@H](Cc3c[nH]c4ccccc34)NC(C)=O)CC2)cc1	-1	1	9	-7	-4	-8	0	3	1
CC(C)(C)OC(=O)NCc1ccc(CNC(=O)c2nc[nH]c2C(=O)NCc2ccc(CNC(=O)OC(C)(C)C)cc2)cc1	-4	-11	3	x	x	-21	-14	-15	x
CCN1CCN(CCNC(=O)c2cn(Cc3ccccc3F)nn2)CC1	-2	-2	15	1	-2	0	-4	6	-4
O=S(=O)(Nc1nc2ccccc2nc1Cl)c1ccccc1	-3	15	-5	0	-1	2	5	6	3
CSc1nsc(SCC(=O)Nc2ccccc2F)n1	-2	-2	22	1	-1	4	-2	8	12
CSc1ccc(CN(C)CC(=O)NC(=O)NCCC2=CCCCC2)cc1	-1	6	11	7	3	4	12	1	x
O=C1c2ccccc2S(=O)(=O)N1CC1CC(c2ccc(Cl)cc2)=NO1 (stereo unspecified)	-1	-2	1	11	3	-3	-2	6	2
O=C(CSc1n[nH]c(=O)n1C1CC1)Nc1ccccc1	-3	3	1	3	1	-3	5	-6	3
O=C(Nc1ccc(S(=O)(=O)N2CCCCC2)cc1)c1ccccc1Cl	3	1	-2	3	-2	0	4	-3	-20
CC(NC(=O)CN(C)CC(=O)Nc1cccc(F)c1)c1ccccc1 (stereo unspecified)	0	-5	12	-2	-3	8	4	9	x
O=C(CCN1CCN(c2ccc(Cl)cc2)CC1)Nc1ccccc1F	-4	3	25	3	2	2	-2	-1	1
O=C(NCCO[N+](=O)[O-])c1cccnc1	6	4	15	3	1	5	-3	-5	3
CN(C)c1ccc(NC2=C(Cl)C(=O)c3ccccc3C2=O)cc1	28*	15	29	7	0	15	24	39*	94*
O=C(Nc1cc(S(=O)(=O)N2CCOCC2)ccc1-n1cncn1)c1ccc(Cl)cc1	-7	-8	14	2	0	-4	5	3	-3
COc1ccc(NC(=O)c2c(Nc3ccccc3)sc(C(=O)c3ccc(F)cc3)c2N)cc1	-3	14	9	8	-6	11	3	1	3
COc1ccc(C=O)cc1Cn1c(C)cc(C)c(C#N)c1=O	-8	-3	2	10	3	1	-2	0	-2
O=S(=O)(NCc1ccccc1)c1cccc2nonc12	0	0	-2	-4	-3	8	5	1	4
Cc1ccc2cc(C)c(SCC(=O)NCC3CCCO3)nc2c1 (stereo unspecified)	4	1	7	6	1	-7	7	10	-5
O=C(Nc1ccc(Br)cc1)NC1CCCCCCC1	1	0	10	-13	-9	-20	-1	-1	-1
Cc1cc(N2CCN(C/C=C/c3ccccc3)CC2)n2ncnc2n1	-2	2	29	3	-1	-5	1	8	2
N=c1c2c(ncn1CCCO)Oc1ccc3ccccc3c1C2c1ccccc1 (stereo unspecified)	-4	3	1	-16	-14	x	x	x	-17
CNC(=O)c1[nH]cnc1C(=O)N[C@@H](CC(C)C)C(=O)OCc1ccccc1	-3	-2	-1	1	-5	4	6	2	2
O=C1CC(=O)N(Cc2cccs2)C(=O)N1	-3	2	-10	-1	-2	-4	10	4	24
CN(C(=O)CSc1ncccn1)C1CCS(=O)(=O)C1 (stereo unspecified)	-5	-4	-3	1	2	-2	2	-5	-4
COc1ccc(C(c2nnnn2CCc2ccccc2)N2CCN(C3CCCC3)CC2)cc1 (stereo unspecified)	1	0	-3	5	0	2	4	-2	-5
CCC(CCC(=O)Nc1cccc([N+](=O)[O-])c1)C(=O)O (stereo unspecified)	-1	1	-5	3	0	2	2	3	1
O=C(CNC(=O)c1ccco1)N=Nc1c(O)[nH]c2ccc(Br)cc12	-3	-2	13	1	2	1	7	6	26
Cc1ccc(C)c(NC(=O)c2nnn(Cc3ccccc3C)c2N)c1	-1	-1	1	-1	-6	3	-1	-4	3
CCNC(=S)NS(=O)(=O)c1ccccc1	-3	1	-3	-1	2	0	4	5	1
Cc1ccc(NC2=NC(c3ccc(F)cc3)n3c(nc(C)cc3=O)N2)c(C)c1 (stereo unspecified)	-5	-3	3	-2	-3	0	0	-6	1
O=C(CSCc1ccc(F)cc1)NCc1ccco1	-2	-3	8	2	-1	-5	5	5	2
Cn1c(=O)c2c(nc(CN3CCN(c4ccccc4F)CC3)n2CCCc2ccccc2)n(C)c1=O	4	0	17	2	2	-2	3	17	9
Cc1ccc2cc(CN(Cc3ccco3)C(=S)NCC3CCCO3)c(=O)[nH]c2c1C (stereo unspecified)	6	10	17	4	3	-7	0	-2	8
CCn1c2c(c(=N)c3ccccc31)CCC2	0	0	-4	-3	-2	6	7	7	7
CC(C)C(=O)Nc1ccc(NC(=O)c2ccc(COc3ccccc3)cc2)cc1	0	2	5	0	3	2	5	-4	-1

Following part
molecule	PAD4 inh	pPAFAH inh	PREPL inhibitor	LYPLA2 inh	LYPLA1 inh	PAFAH2 inh	PAFAH1B2 inh	PAFAH1B3 FP inh	GSTO1 inh
O=C1CC(Cc2ccccc2)C(=O)N1c1ccccn1 (stereo unspecified)	-1	0	3	1	2	-2	-2	7	-1
N#C/C(=C\c1ccc[nH]1)S(=O)(=O)c1ccccc1	-7	-2	7	0	-1	3	3	-3	-9
COc1ccc(OC(C)C(=O)N2CCC(C)CC2)cc1 (stereo unspecified)	4	2	2	1	6	-8	0	5	4
Cc1nc(NC(=O)CC(C)C)sc1-c1csc(Nc2ccc(Cl)cc2)n1	-8	21	10	-3	-7	6	3	12	-4
COc1ccccc1NC(=O)C(C)OC(=O)c1nc2nc(C)cc(C)n2n1 (stereo unspecified)	-1	1	4	6	2	3	6	7	4
O=C(Cn1c(=O)[nH]c2ccccc2c1=O)Nc1cccnc1	3	5	12	0	4	-5	1	3	-2
O=C(CN1CCOCC1)Nc1ncc(Cc2cccc(Cl)c2)s1	-6	9	25	4	0	3	8	1	5
COc1ccc(S(=O)(=O)N(C)C[C@H]2Oc3c(NC(=O)Nc4c(C)noc4C)cccc3C(=O)N([C@@H](C)CO)C[C@H]2C)cc1	0	0	2	x	x	2	3	3	x
Cc1oc(C(C)(C)C)c(CN2CCCC2)c1C(=O)O	-1	0	0	-1	-2	-13	-2	4	-4
O=C(CCN1C(=O)C2C3C=CC(C4CC34)C2C1=O)Oc1ccccc1 (stereo unspecified)	9	3	21	-2	-1	4	3	-9	3
CCC1CCc2sc(C(=O)O)cc2C1 (stereo unspecified)	-3	17	-3	1	1	-1	11	9	5
S=c1nc(C2CCCCC2)[nH][nH]1	-2	2	5	9	-3	-1	3	6	3
O=C(CNC(=S)N(Cc1ccccc1Cl)C1CCCC1)NCCCN1CCOCC1	5	2	1	5	4	-2	1	5	6
COC(=O)c1c(NC(=O)Cn2cnc([N+](=O)[O-])n2)sc2c1CCC(C)C2 (stereo unspecified)	1	-1	10	-10	-10	-2	3	7	8
COCC(C)n1c(C)cc(C(=O)COC(=O)CN=C2NS(=O)(=O)c3ccccc32)c1C (stereo unspecified)	3	-2	21	2	-2	0	5	1	-1
CCOC(=O)Cn1c(C(=O)OCC)cc2sccc21	-5	2	-1	-4	1	-4	1	3	-4
Cc1ccc(NC(=O)COC(=O)CSC(=S)N2CCOCC2)cc1	-2	17	12	11	-3	10	13	10	3
CC(=O)Nc1ccc(N=Nc2c(C)[nH]n(C(N)=S)c2=O)cc1	0	0	-7	-3	-3	1	1	-4	-6
Cc1ccccc1S(=O)(=O)Cc1ccc(C(=O)N2CCN(c3cccc(C)c3C)CC2)o1	0	22	9	0	0	12	2	2	8

A stretch of the results above, for reference:
molecule	PAD4 inh	pPAFAH inh	PREPL inhibitor	LYPLA2 inh	LYPLA1 inh	PAFAH2 inh	PAFAH1B2 inh	PAFAH1B3 FP inh	GSTO1 inh
CC(=O)Nc1ccc(N=Nc2c(C)[nH]n(C(N)=S)c2=O)cc1	0	0	-7	-3	-3	1	1	-4	-6
Cc1ccccc1S(=O)(=O)Cc1ccc(C(=O)N2CCN(c3cccc(C)c3C)CC2)o1	0	22	9	0	0	12	2	2	8
